# Pf apPOL block = Pf-apPOL inhibitors, biochemical, fluorescence | Recombinant Pf-apPOL, molecular beacon fluorescence, 1.5 h | inhibition, % at 10 µM | actives 0.25% (n = 210,000) | AID 1794808, 2022
# mHTT-CaM PPI inh = mutant huntingtin-calmodulin interaction inhibitors – biochemical, AlphaScreen, primary screen | P42858 | AlphaScreen His-mHTT/GST-CaM binding, luminescence | inhibition, % at 15 µM | actives 3.6% (n = 190,000) | AID 1671202, 2021;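 also: 0% = both proteins with DMSO and 100% = one protein alone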
# Active calls of the source: *; nt = not tested or not shown; & = joins results of further samples. Rule as the data show it: active = inhibition above about 50%; inactive = the rest.
# Every second line gives: Pf apPOL block	mHTT-CaM PPI inh
NC(=O)c1c(NC(=O)Cc2ccc(Cl)cc2)sc2c1CCC2
→ -19	17
CCN(c1ccccc1)S(=O)(=O)c1ccc2c(c1)CC(C)N2C(C)=O (stereo not given)
→ -4	4
O=C(c1cccs1)N1CCCn2cc(-c3ccccc3F)nc21
→ -2	11
CCn1c(C2CCN(C(=O)Nc3ccc(C)c(F)c3)C2)nc2cccnc21 (stereo not given)
→ 0	-2
CSc1nnc2c(n1)OC(c1ccc(O)c(Cl)c1)Nc1ccccc1-2 (stereo not given)
→ -3	-6
Fc1ccccc1Cc1nc(-c2ccc3nncn3c2)no1
→ -4	2
COc1ccc(C(=O)N/C(=C/c2ccc3c(c2)OCO3)C(=O)NCCO)cc1
→ -4	5
O=C(Cc1csc(Nc2ccc(Cl)cn2)n1)N1CCN(c2ccccc2F)CC1
→ -2	12
O=c1c(N2CCN(S(=O)(=O)c3ccc(F)cc3)CC2)coc2ccccc12
→ 2&-4	nt
COc1ccccc1NC(=O)N1CCCC(C)(C(=O)NCc2ccc(F)cc2)C1 (stereo not given)
→ 1	3
COc1ccc(NC(=O)N2CCC(n3c(-c4ccoc4)nc4cccnc43)C2)cc1 (stereo not given)
→ -4	-4
Cc1cc(C)n(-c2ccc(N3CCN(C(=O)COc4ncccn4)CC3)nn2)n1
→ -1	1
CC1C(c2ccccc2)OCCN1C(=S)Nc1ccc(S(=O)(=O)N2CCCCC2)cc1 (stereo not given)
→ -2	nt
CN(C)C1CCCCC1NS(=O)(=O)c1ccc(Cl)cc1 (stereo not given)
→ 6&-11	-15&-1
COc1ccc(NC(=O)C2CCN(C(=O)c3cn(C)nc3OC)CC2)cc1Cl
→ -2	-7

# In the list so far, 2 have a thiophene ring, fused or not.
# Every second line gives: Pf apPOL block	mHTT-CaM PPI inh
NC(=O)c1c(NC(=O)Cc2ccc(Cl)cc2)sc2c1CCC2
→ -19	17
O=C(c1cccs1)N1CCCn2cc(-c3ccccc3F)nc21
→ -2	11

# Other entries:
# Every second line gives: Pf apPOL block	mHTT-CaM PPI inh
O=S(=O)(O)c1cc(Br)ccc1I
→ -14	nt
O=C(c1ccccc1C(F)(F)F)N1CCc2nc(-c3ccc(F)cc3)ncc2C1
→ -4	4
CC(C)(C)N1Cc2nnn(Cc3ccccc3)c2-c2cc(N3CCCCC3)ccc2S1(=O)=O
→ -2	2
N[C@@H](COP(=O)(O)O)C(=O)O
→ -1	nt
CN1CCN(C2CCCCCC2)CC1
→ 1	-1
O=C(Nc1cccc(O)c1)c1cccc(S(=O)(=O)Nc2cccc(O)c2)c1
→ -43	0
O=C(Nc1c2c(nn1-c1ccc([N+](=O)[O-])cc1)CSC2)c1ccccc1Cl
→ -4	7
COC(=O)c1ccccc1OCc1ccc(S(=O)(=O)N2CCOCC2)o1
→ -2	-7
O=C(c1ccccc1F)N1CCCC1c1ccccc1Cl (stereo not given)
→ -2	-6
C=CCn1c(SCC(=O)Nc2cc(C(F)(F)F)ccc2Cl)nnc1-c1cccs1
→ 8	-3
C#CCn1c(=O)c2c(ncn2C)n(C)c1=O
→ -22	nt
CCS(=O)(=O)N1CCN(C)C(c2ccc(C)cc2)C1 (stereo not given)
→ 2	-5
N#CC1=C(N)N(c2ccc(F)cc2)C2=C(C(=O)CCC2)C1c1cccs1 (stereo not given)
→ 1	35
Cc1cccc(-n2nc(C)c3sc(N4CCCN(C(=O)c5ccccc5)CC4)nc32)c1
→ 6	26
CC(C)Cc1ccc(C(=O)C=Cc2cccc([N+](=O)[O-])c2)cc1
→ 1	nt
CCC1(C)CC(C(CC(=O)O)c2ccc(C)cc2)CCO1 (stereo not given)
→ -6	0
CC1Cc2cc(-c3cc(CNC(=O)COc4ccc(F)cc4)no3)ccc2O1 (stereo not given)
→ -4	1
CCCCN(CC)CCNC(=O)C1CCN(c2ncnc3c2nc2n3CCCCC2)CC1
→ 2	-2
Cc1ccc(Oc2nccnc2N2CCCC(C(=O)NCc3ccccc3F)C2)cc1 (stereo not given)
→ -7	-8
Cc1ccc(-n2c(C)nc(=O)c(-c3ccccc3)c2C)cc1
→ -7	1
OCCN(CCO)Cc1ccccc1
→ -1	4
N#Cc1c(N)nc(SCC(=O)c2ccc(F)cc2)c(C#N)c1-c1ccc(O)cc1
→ 0&-8	30&7
CCCNC(=O)OCC12CC3CC(CC(C3)C1)C2
→ -6	-39
CCCNC(=O)N1CCN(c2ccc(CC)cc2)C(=O)C1C (stereo not given)
→ 0	-1
O=C(c1ccno1)N1CCC(c2nnc(-c3ccco3)s2)CC1
→ 4	-12
c1csc(-c2nn[nH]n2)c1
→ -2	nt
Cc1cc2ncn(C(=O)c3ccccc3Cl)c2cc1C
→ 1	-12
COc1ccc(Br)cc1/C=c1\sc2nc(=O)c(C)nn2c1=O
→ -6	5
OCCC1CNCCN1Cc1ccco1 (stereo not given)
→ nt	-5
CCOC(=O)C(C#N)=C(Nc1ccc(C(=O)OCC)cc1)SC
→ -4	nt
CCc1cc(C(=O)NCc2ccc(C)cc2)nc2ccnn12
→ -5	-52
O=C(CN1N=C(c2ccc(Cl)cc2)CCC1=O)NCCc1ccc(Cl)cc1
→ -15	42
Cc1n[nH]c(C)c1Sc1ccccc1N=Cc1cc(Cl)cc([N+](=O)[O-])c1O
→ -1	5
Cc1cc2cc3c(C)cc(=O)oc3c(C)c2o1
→ 1	nt
Cc1ccc(CN2C(=O)CCc3c(C)nc(-c4cccnc4)nc32)o1
→ 14	36
COc1ccc(-c2cn3c4ccccc4nc3n2CCCNC(C)C)cc1
→ -6	20
CC(C)NC(=O)c1cccn2c(=O)c3sccc3nc12
→ -6	15
COc1cc(C=NC(C#N)=C(C#N)NCC(C)(C)C)cc(Br)c1O
→ -60	nt
O=C(NCCCN1CCCC1)c1cc2n(n1)CCCN(Cc1ccccc1)C2=O
→ 2	8
CS(=O)(=O)N1Cc2ccccc2CC1C(=O)Nc1ccccc1F (stereo not given)
→ 2	2
Cc1cc(S(=O)(=O)NC2CC2)c(C)s1
→ nt	-3
N#CC1=C(N)N(c2sc3c(c2C#N)CCCC3)C2=C(C(=O)CCC2)C1c1ccsc1 (stereo not given)
→ -2	24
CC1N=C2c3ccccc3N=C(SCc3cccc([N+](=O)[O-])c3)N2C1=O (stereo not given)
→ -3	12
CC(C)CCNC(=O)C1c2ccccc2CCN1C(=O)C1CC1 (stereo not given)
→ -4	-8
O=C(Nc1cccc(Cl)c1)C1CCN(c2ncnc3c2nc2n3CCCCC2)CC1
→ -2	19

# By substructure: the compounds so far with two or more sulfur atoms
# Every second line gives: Pf apPOL block	mHTT-CaM PPI inh
CC1C(c2ccccc2)OCCN1C(=S)Nc1ccc(S(=O)(=O)N2CCCCC2)cc1 (stereo not given)
→ -2	nt
C=CCn1c(SCC(=O)Nc2cc(C(F)(F)F)ccc2Cl)nnc1-c1cccs1
→ 8	-3
Cc1cc(S(=O)(=O)NC2CC2)c(C)s1
→ nt	-3
N#CC1=C(N)N(c2sc3c(c2C#N)CCCC3)C2=C(C(=O)CCC2)C1c1ccsc1 (stereo not given)
→ -2	24

# (further entries)
# Every second line gives: Pf apPOL block	mHTT-CaM PPI inh
O=C(Nc1ccccc1C(F)(F)F)c1c(O)c2cccc3c2n(c1=O)CC3
→ -5	1
COc1cc(C2Nc3ccccc3C(=O)N2c2ccccc2)ccc1O (stereo not given)
→ -2	3
COc1ccc(NC(=O)C2CC(=O)N(c3ccc(OC(C)C)cc3)C2)cc1 (stereo not given)
→ -3	7
O=C(O)C1C2C=CC(C2)C1C(=O)N1CCN(C/C=C/c2ccccc2)CC1 (stereo not given)
→ -3	7
COc1ccc(CN2CCN(C(=O)c3ccncc3)CC2)cn1
→ 0	-4
O=C(CCc1ccc2nc[nH]c2c1)Nc1ccc(F)cc1
→ -2	-4
Cc1cc2ncn(S(C)(=O)=O)c2cc1C
→ -1	-2
c1cc(NCc2cccs2)cc(-c2nc3ccccc3o2)c1
→ 5	-68
CC(=O)c1ccc2oc3ccccc3c(=O)c2c1
→ 0	-9
Cc1ccc(S(=O)(=O)N2CCC(C(=O)NCc3cscn3)CC2)cc1C
→ -6	-1
Cc1c(NC(=O)CC(C)C)cccc1-c1nc2cc(Cl)ccc2o1
→ -3	-2
Cc1cc2nc(C(=O)Nc3ccccc3C)cc(C)n2n1
→ 1	-14
Cc1ccc(-n2ncc3c(NCc4cccs4)ncnc32)c(C)c1
→ 2	11
Cc1cccc(NC(=O)/C(=C\c2ccc3c(c2)OCO3)NC(=O)c2ccccc2Br)c1
→ 8	-5
Cc1nc(C)c(Cc2ccc(Cl)cc2)c(N2CCN(C(=O)C3CCOC3)CC2)n1 (stereo not given)
→ -2	64*
COc1ccc(Br)cc1CNCc1cccc(OC)c1OC
→ -3	-1
CC1CCN(C(=O)c2ccc(OCC3CCCN(C(=O)c4ccccc4)C3)cc2)CC1 (stereo not given)
→ 0	1
O=C(CNc1ccccc1-c1nc2ccccc2[nH]c1=O)NCc1ccc2c(c1)OCO2
→ -6	-11
O=C(O)CCN1C(=O)C2C3C=CC(C3)C2C1=O (stereo not given)
→ -5&-3	-5&-17
COc1cccc(N2C(=O)N(c3ccc(Cl)c(Cl)c3)C3CS(=O)(=O)CC32)c1 (stereo not given)
→ 0	2
CCNC(=O)c1cc(C)nc2ccc(Cl)cc12
→ -3	-5
Cc1ccccc1NC(=O)Cn1cccc1-c1nnc(C2CC2)o1
→ -2	-3
O=C(COc1ccccc1)Nc1ccccc1C(=O)NCc1ccco1
→ -4	-3
CC(=O)N1CCc2cc(Br)cc(S(=O)(=O)CCC(=O)Nc3cccc(F)c3)c21
→ -2	2
O=C(c1cccnc1)N1CCC(n2nc(-c3ccsc3)ccc2=O)CC1
→ 0	10
CN(C)c1ccc(C2NC(=O)c3c(sc4c3CCCC4)N2)cc1 (stereo not given)
→ 12	26
COCCNC(=O)C1(C)CCC(=O)N1c1ccccc1C (stereo not given)
→ 6	0
O=C(Nc1ccc(-c2nc3ccccc3o2)c(O)c1)c1ncn[nH]1
→ 5	36
O=C(Nc1ccc([N+](=O)[O-])cc1Br)c1ccncc1
→ 1	-1
CN(C(=O)c1nn2c(c1Cl)NC(c1cccs1)CC2C(F)(F)F)C1CCCCC1 (stereo not given)
→ 4	77*

# A draw from above in order of formula weight, lowest first:
# Every second line gives: Pf apPOL block	mHTT-CaM PPI inh
Cc1cc2ncn(C(=O)c3ccccc3Cl)c2cc1C
→ 1	-12
COc1ccc(CN2CCN(C(=O)c3ccncc3)CC2)cn1
→ 0	-4
CSc1nnc2c(n1)OC(c1ccc(O)c(Cl)c1)Nc1ccccc1-2 (stereo not given)
→ -3	-6

# (further entries)
# Every second line gives: Pf apPOL block	mHTT-CaM PPI inh
Cc1ccc(NC(=O)C2CCCN(c3ncc(-c4cccc(F)c4)cn3)C2)cc1 (stereo not given)
→ -1	3
Cc1ncc(CO)c2cc(C(N)=O)c(=Nc3ccc(C(F)(F)F)cc3)oc12
→ -2	0
CCCn1c(C(=O)NCc2ccc(F)cc2)cc2sccc21
→ -3	7
O=S(=O)(Cc1ccc(F)cc1)NCC(O)(c1ccccc1)C(F)(F)F (stereo not given)
→ -11	-11
CCCS(=O)(=O)N1CCN(c2ccc(C)nn2)CC1
→ -8	-4
CCCn1cnnc1C1CCCCN1C(=O)CCc1ccccc1 (stereo not given)
→ -4	1
CC1(C(=O)NCc2ccccc2)CCCN(C(=O)Nc2ccc(F)c(Cl)c2)C1 (stereo not given)
→ 0	-1
Cc1cccc(C)c1NC(=O)C1(N(C)C(=O)Cc2nc(N)n[nH]2)CCCCC1
→ -4	3
CCC[C@H]1[C@@H](OC(=O)N2CCOCC2)CC[C@@]23CCCN2C(=O)CCC[C@@H]13
→ -4	-12
O=C(Nc1ccc(Cl)cc1F)c1ccc2c(c1)OCO2
→ -5	4
Cc1ccc(OCCn2c(SCCO)nc3c(N)ncnc32)cc1
→ 3	2
O=C1C(=CC=Cc2ccccc2)Oc2cc(O)ccc21
→ 4	11
Cc1occc1C(=O)Nc1ccc(F)cc1F
→ -5	-4
Cc1nc2c(NC(=O)NCc3ccccc3)cccn2n1
→ -2	-4
Cc1cc(C)n(-c2ccc(C(=O)Nc3ccccc3OC(F)(F)F)nn2)n1
→ 5	-9
COc1cc2c(cc1OC)CN(Cc1ccc(OC)c(C)c1OC)CC2
→ -12	0
O=C(NCCc1ccccc1)C(F)(F)C(F)F
→ -3	-12
C=CCNC(=O)NC(=O)C12CC3CC(CC(C3)C1)C2
→ -2	nt
O=C(NCC1CCN(c2ncccn2)CC1)C1c2ccccc2Oc2ccccc21
→ -4	-7
COc1ccccc1C(=O)Nc1cc(C(C)C)ccc1O
→ -1	-5
COc1ccc(-c2nnc(N3CCC(C(=O)NCCC(C)C)CC3)o2)cc1
→ -4	8
COc1ccc(C(=O)Nc2ccccc2)cc1NC(=O)C(c1ccccc1)c1ccccc1
→ -4	1
COc1cc(/C=C2/N=C(c3ccc(Cl)c(Cl)c3)OC2=O)cc(OC)c1OC
→ -1	0
COc1ccc(C2/C=C\CN(Cc3ccco3)[C@@H](C)C(=O)N2Cc2ccc(F)cc2)cc1 (stereo not given in full)
→ -6	93*
CC(=O)CC[C@H]1CC[C@]2(CCCN(C(=O)C3CCCCC3)C2)O1
→ -6	4
Cc1ccc(-c2nc(C)c(C(=O)NC(C)C)s2)cc1
→ -3	-6
O=C(c1nccc2ccccc12)N1CCC2(CC1)NC(=O)N(Cc1cccc(Cl)c1)C2=O
→ -8	24
Cc1ccnc(N2CCCC(C(=O)NCCSCc3ccco3)C2)n1 (stereo not given)
→ -8	-1
O=C(Nc1ccccc1Cl)c1c(NC(=O)C(F)(F)F)sc2c1CCCC2
→ -2	7
C=CCN(c1ccccc1)S(=O)(=O)c1ccc(F)c(C(=O)Nc2ccccc2OCC)c1
→ -16	-16
CN1C(=O)C(O)(CC(=O)c2cccnc2)c2ccccc21 (stereo not given)
→ -13	-4
Cc1ccccc1-n1nc2c(c1NC(=O)C1CCCCC1)CSC2
→ -15	52*
CC1CCN(S(=O)(=O)c2ccc(Cl)c(S(=O)(=O)N3CCC(C)CC3)c2)CC1
→ 1	-19

# Record cards (already shown). Order of screens: Pf apPOL block | mHTT-CaM PPI inh
# O=C(c1ccno1)N1CCC(c2nnc(-c3ccco3)s2)CC1 is entered as 4 | -12
# N#Cc1c(N)nc(SCC(=O)c2ccc(F)cc2)c(C#N)c1-c1ccc(O)cc1 is entered as 0&-8 | 30&7
